Lamin A splicing: LMNA splicing modulation | AID 1487 | Potency, µM (titrated, usually from 46.1 µM), for inactives: at the highest dose ratio change, negative = inhibition, usual class: inhibitors | HeLa LMNA splicing GFP/RFP minigene ratio, 48 h | 0.01% of 200,000 active; active means well fitted inhibition curve with a large enough effect in the signal ratio, with a control signal flat, not every such curve was filed as active; inconclusive means small, poorly fitted or top-dose-only effect, or effect the other way, or a change in a side signal; the % refers to the signal ratio; further: potency means the concentration at half of the fitted maximal effect; on the % scale 0 is the no-effect control and ±100 the full control effect
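Read-out is the ratio of GFP to DsRed2 object intensity, acquired by 488 nm laser-scanning cytometry on HeLa lamin A-EGFP minigene reporter cells. Compound incubation 48 hrs at 37 °C in Opti-MEM with 2% FBS; DMSO 0.5% final.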
HTT aggregate: reduces HttQ103-GFP aggregates in PC12 cells; PC12 HttQ103-GFP aggregates, Acumen cytometry, 40 h; Potency, µM (series often up to 46.1 µM), inactives show top-dose activity change, negative = inhibition, most hits filed as inhibitors; 1.1% of 220,000 active; AID 1688; further: potency means the concentration at half of the fitted maximal effect; on the % scale 0 is the no-effect control and ±100 the full control effect; nearly all actives have a fitted effect of over 60% in size
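PC12 cells with ecdysone-inducible HTT exon1 Q103-GFP, induced by 100 nM tebufenozide, given compounds in a concentration series. GFP aggregates (1–25 um, 6 SD above background) counted in lysates by laser-scanning cytometry, 488 nm excitation.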
aGlu spleen mod: inhibits or activates alpha-glucosidase in human spleen homogenate; P10253; human spleen homogenate, 4-MU-alpha-glucoside fluorescence; Potency, µM (doses to about 79.9 µM), for inactives: at the top dose activity change, negative = inhibition, most hits filed as inhibitors; 0.006% of 240,000 active;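 further: potency means the concentration at half of the fitted maximal effect; 0% = enzyme with vehicle and -100% = no enzyme basal signal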
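Human spleen homogenate (1 ug) with 4-methylumbelliferyl-alpha-D-glucopyranoside (1 mM final) in 50 mM citrate/phosphate pH 5.0, 0.01% Tween-20; 40 min at 37 C. Stopped at pH 10; 4-MU fluorescence Ex 365/Em 440 nm; AC50 by Hill fit.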
HTT ATP protect: Huntington cell model cytoprotection by ATP luminescence; PC12 HTT-Q103 induced, cytoprotection, ATP luminescence, 40 h; Potency, µM (top dose mostly 56.4 µM), for the others: cytoprotection (ATP increase), actives largely listed as activators; 0.14% of 230,000 active; AID 1471;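 further: potency means the concentration at half of the fitted maximal effect; % of control where 0% means no effect; nearly all actives have a fitted effect of over 45% in size; toxic huntingtin expression switched on by the ecdysone agonist tebufenozide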
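PC12 cells with ecdysone-inducible HTT exon 1 Q103-GFP, induced with 100 nM tebufenozide and co-treated with library compounds in a dose series (1536-well, 1500 cells/well). Cytoprotection read as ATP content by ATPlite luminescence.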
CBFb RUNX1 block: CBF-beta/RUNX1 interaction disruption; AID 1477; Potency, µM (highest dose often 59.8 µM), for the others: at the top dose activity, negative = inhibition, actives largely listed as inhibitors; Q01196+Q13951; 230,000 tested, under 10 active; AlphaScreen CBFb-His/RUNX1-biotin binding, biochemical; further: % of control where 0% means no effect
Target sequence (Q01196 whole entry, looked up): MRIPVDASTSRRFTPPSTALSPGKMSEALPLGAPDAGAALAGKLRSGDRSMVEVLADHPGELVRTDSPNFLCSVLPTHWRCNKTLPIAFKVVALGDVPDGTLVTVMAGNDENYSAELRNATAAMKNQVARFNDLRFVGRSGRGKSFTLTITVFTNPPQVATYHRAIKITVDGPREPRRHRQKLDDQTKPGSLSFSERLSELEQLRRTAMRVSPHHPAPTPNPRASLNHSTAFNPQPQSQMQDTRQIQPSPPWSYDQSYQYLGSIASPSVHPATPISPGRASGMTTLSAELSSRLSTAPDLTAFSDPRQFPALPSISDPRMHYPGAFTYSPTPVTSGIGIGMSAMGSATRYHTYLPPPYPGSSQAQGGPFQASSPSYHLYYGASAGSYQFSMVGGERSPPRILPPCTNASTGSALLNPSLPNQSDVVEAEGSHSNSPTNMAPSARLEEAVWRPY
Target sequence (Q13951 whole entry, looked up): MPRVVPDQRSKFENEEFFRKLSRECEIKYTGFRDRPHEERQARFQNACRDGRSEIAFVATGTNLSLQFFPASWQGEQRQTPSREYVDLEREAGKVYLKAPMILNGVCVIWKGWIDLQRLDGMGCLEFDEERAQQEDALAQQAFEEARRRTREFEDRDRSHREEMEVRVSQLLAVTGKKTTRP
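CBF-beta (His) and RUNX1 (biotin), 30 nM each; 20 min preassociation; + compound, 15 min; + beads 50 ng each (Ni, streptavidin), 90 min; RT; AlphaScreen read.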
GAA glycogen: inhibitors or activators of human alpha-glucosidase glycogen cleavage | P10253 | recombinant GAA, glycogen substrate, Amplex Red glucose oxidase fluorescence | Potency, µM (titrated, usually from 76.4 µM), without a hit: at the top dose activity change, negative = inhibition, most hits filed as inhibitors | 0.38% of 300,000 active | AID 2100;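 further: potency means the concentration at half of the fitted maximal effect; 0% = full enzyme reaction and -100% = no-enzyme basal signal; the screen sought inhibitors and activators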
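Recombinant human enzyme (4 nM); glycogen substrate; 37 C, 40 min, pH 5.0. Readout: coupled glucose oxidase/Amplex Red fluorescence.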
GAA inh: inhibitors of human lysosomal alpha-glucosidase. P10253. purified human GAA, 4-MU-alpha-glucoside fluorescence. Potency, µM (highest dose often 76.9 µM), for inactives: top-dose activity change, negative = inhibition, actives largely listed as inhibitors. 0.005% of 200,000 active. AID 1466;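 further: potency means the concentration at half of the fitted maximal effect; plate controls were uninhibited enzyme wells for no effect and no-enzyme background for full effect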
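Compounds are titrated up to 77 uM against 4 nM human enzyme. Substrate 4-methylumbelliferyl-alpha-D-pyranoside (400 uM) reacts 20 min at room temperature in pH 5.0 buffer; liberated 4-methylumbelliferone is read at 440 nm.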
The depositor's hits bear a star; ? = inconclusive; . = not tested or not shown; & = joins results of further samples; [ ] = dose if it differs, or a comment. Unless noted, the call rests on the fitted dose curve; in most records, active means well fitted curve in the direction sought with a large enough effect; inconclusive means small, poorly fitted or top-dose-only effect, or another doubt; inactive means no such curve, though single readings can be large; an effect the other way counts as inactive or inconclusive.

Codes: A = Lamin A splicing; B = HTT aggregate; C = aGlu spleen mod; D = HTT ATP protect; E = CBFb RUNX1 block; F = GAA glycogen; G = GAA inh
CC(C)CCOc1ccc(C(=O)C[N+]2(C)CCOCC2)cc1
  A: 11%; B: 8%; C: -4%; D: -2%; E: 3%; F: 0%; G: -5%
Cc1ccc2cc(C#N)c(NCc3ccco3)nc2c1
  A: 5%; B: -11%; C: -1%; D: -23%[10 µM]; E: 10%; F: 0%; G: ?
COCCNC(=O)CNC(c1ccccc1)c1ccccc1
  A: .; B: 35%; C: -1%; D: -53%[inhibitor]; E: -4%; F: 1%; G: -19%
O=C(/C=C/Nc1ccccc1F)c1cccs1
  A: -5%; B: -16%; C: 4%; D: -22%[10 µM]; E: 0%; F: -2%; G: 2%
CCCOc1ccc(N2CC(C(=O)Nc3ccc4c(c3)OCO4)CC2=O)cc1 (stereo not drawn)
  A: -3%; B: -4%; C: -3%; D: 0%[10 µM]; E: 2%; F: -1%; G: 2%
Cc1cc(C)cc(N2C(=O)N(c3ccccc3C)C3CS(=O)(=O)CC32)c1 (stereo not drawn)
  A: -17%; B: -10%; C: -4%; D: 4%[0.074 µM]; E: -1%; F: 1%; G: 5%
Cn1c(SCC(=O)NNC(=O)Nc2ccc(Cl)cc2)nnc1-c1ccccc1
  A: .; B: -9%[9.22 µM]; C: 0%; D: -5%[10 µM]; E: 4%; F: 3%; G: .
O=C(CSc1ccc(-c2cccs2)nn1)NCc1ccccc1Cl
  A: -15%; B: 16%; C: 4%; D: 8%[10 µM]; E: -2%; F: 8%; G: -2%
CCOc1nc2ccccc2cc1/C=C/C(=O)O
  A: 1%[46 µM]; B: -15%; C: -6%; D: 10%[10 µM]; E: -18%; F: 3%; G: ?
COc1cc(C)nc(N(C)C(C)=O)n1
  A: -9%; B: -11%; C: -20%; D: .; E: 1%; F: 1%; G: 4%
CCCCc1nc2c(c3c1CC(C)OC3)CN(CCOc1ccccc1)CC2 (stereo not drawn)
  A: .; B: .; C: -1%[17.4 µM]; D: -11%[10 µM]; E: 4%[13.1 µM]; F: .; G: .
N#C/C(=C\c1ccc(N2CCOCC2)o1)C(=O)N1CCOCC1
  A: -10%; B: 9%; C: -12%; D: .; E: 3%; F: -2%; G: 1%
COc1ccccc1/C=C(/C(=O)OCC(=O)Nc1ccccc1C(C)C)c1ccccc1
  A: -9%; B: -14%; C: -2%; D: 11%[1.9 µM]; E: 4%; F: -10%; G: -10%
Cc1ccc(CC2CC(=O)N(c3nc(C)cc(C)n3)C2=O)cc1 (stereo not drawn)
  A: .; B: -15%[9.22 µM]; C: 5%; D: 0%[10 µM]; E: -1%; F: -6%; G: -6%
CCCC/C(O)=C/c1nc2ccccc2[nH]c1=O
  A: -8%; B: -14%; C: -8%; D: -30%[10 µM]; E: 8%; F: 0%; G: 9%
Cc1cc(C)cc(NC(=O)C(OC(=O)c2sccc2C)c2ccccc2)c1 (stereo not drawn)
  A: -5%; B: 11%; C: -3%; D: -11%[1.9 µM]; E: 0%; F: 9%; G: -3%
CCn1c(O)c(/C=C2\C=NN=C2c2ccccc2)sc1=S
  A: .; B: -3%[9.22 µM]; C: -11%; D: -16%[10 µM]; E: -28%; F: -2%; G: .
CC(=O)Nc1ccc(N=NN2CCOCC2)cc1
  A: .; B: 0%; C: 5%; D: -10%; E: -1%; F: 4%; G: 3%
CC(C)CNC(=O)NC(=O)COc1ncnc2sccc12
  A: -6%; B: 16%; C: -13%; D: 8%; E: -4%; F: 4%; G: -1%
NNC(=O)c1sccc1OCc1ccc(Cl)cc1
  A: -29%[46 µM]; B: 7%; C: -6%; D: -27%; E: -12%; F: -19%; G: -2%
O=C(NCc1nnc(SCC(=O)N2CCC(Cc3ccccc3)CC2)o1)c1ccco1
  A: .; B: 3%; C: 2%; D: -45%[inhibitor][10 µM]; E: 0%; F: -5%; G: 12%
CCN1C(=O)/C(=C2/Sc3ccccc3N2CCCS(=O)(=O)O)SC1=S
  A: ?; B: 5%&9%; C: -2%&0%; D: -13%&-31%; E: 0%&-3%; F: -4%&1%; G: 0%&-2%
CCOc1ccc(C2C3=C(CCCC3=O)Nc3nc(C(F)(F)F)nn32)cc1OC (stereo not drawn)
  A: 4%; B: 1%; C: 3%; D: -12%; E: 5%; F: -9%; G: ?
N#CC1=C(N)Oc2cc(O)ccc2C1c1ccccc1 (stereo not drawn)
  A: -13%; B: -10%; C: 2%; D: -1%; E: -3%; F: -7%; G: 3%
CN(C)CCn1nnnc1SCC1=C(C(=O)O)N2C(=O)[C@@H](NC(=O)Cc3csc(N)n3)[C@@H]2SC1
  A: ?; B: 1%[20.6 µM]; C: 2%[29.1 µM]; D: -5%[40.3 µM]; E: -2%[21.7 µM]; F: .; G: .

Single values from the entries so far:
Reading of `CC(=O)Nc1ccc(N=NN2CCOCC2)cc1` under aGlu spleen mod: 5%
Reading of `N#CC1=C(N)Oc2cc(O)ccc2C1c1ccccc1` (stereo not drawn) under Lamin A splicing: -13%
Reading of `CN(C)CCn1nnnc1SCC1=C(C(=O)O)N2C(=O)[C@@H](NC(=O)Cc3csc(N)n3)[C@@H]2SC1` under aGlu spleen mod: 2%[29.1 µM]
Reading of `COc1cc(C)nc(N(C)C(C)=O)n1` under Lamin A splicing: -9%
Reading of `NNC(=O)c1sccc1OCc1ccc(Cl)cc1` under Lamin A splicing: -29%[46 µM]

(list continues)
Codes: A = Lamin A splicing; B = HTT aggregate; C = aGlu spleen mod; D = HTT ATP protect; E = CBFb RUNX1 block; F = GAA glycogen; G = GAA inh
O=C(Nc1ccccc1)n1ccc(-c2ccc(-n3ccnc3)cc2)n1
  A: -14%[46 µM]; B: 6%; C: -7%; D: -47%[inhibitor]; E: -13%; F: 9%; G: -5%
CCOc1ccc(CN2CCN(Cc3cn(CC)nc3C)CC2CCO)cc1 (stereo not drawn)
  A: .; B: -3%[9.22 µM]; C: 4%; D: 18%[10 µM]; E: 9%; F: 4%; G: 0%
Cc1cc(C)cc(N(C(=O)Cc2cccs2)C(C(=O)NC2CCCCC2)c2ccccn2)c1 (stereo not drawn)
  A: 3%; B: 9%; C: -10%; D: 9%; E: -2%; F: -6%; G: -2%
CCOc1ccc2c(c1)S/C(=C\c1cccs1)C(=O)N2
  A: .; B: 10%[9.22 µM]; C: -5%; D: -2%[10 µM]; E: 8%; F: 6%; G: .
COC(=O)[C@@H]1C[C@@]2(O)[C@H](O)[C@H](O)[C@H](O)C[C@H]2N1Cc1ccccc1OS(=O)(=O)c1ccc(C)cc1
  A: .; B: 34%[9.22 µM]; C: -2%&-1%; D: -25%; E: 9%&7%; F: -3%; G: .
COc1ccc2ccc(=O)oc2c1CC=C(C)C
  A: -12%&7%; B: -5%; C: 7%&5%; D: .; E: 5%[2.36 µM]; F: -4%; G: -1%
CCOc1ccccc1NC(=S)NCC1CCCO1 (stereo not drawn)
  A: -5%; B: 4%; C: 8%; D: 18%[10 µM]; E: -6%; F: -8%; G: 1%
CCOc1cc(/C=N/n2cnnc2)cc(Br)c1O
  A: 3%; B: -16%; C: -8%; D: 0%; E: 0%; F: 5%; G: -12%
O=C(NCCc1ccccc1)c1noc2c1CCc1ccccc1-2
  A: 8%; B: 2%; C: 1%; D: -13%; E: 4%; F: 6%; G: ?
Cc1ccc2c(c1)N(CCC(=O)NCCCOC(C)C)C(=O)C(C)O2 (stereo not drawn)
  A: 3%; B: -1%; C: -19%; D: -11%; E: 3%; F: 5%; G: 2%
Cc1cccc(NC(=O)CN2C(=O)N/C(=C\c3cccn3-c3cccc(C(=O)O)c3)C2=O)c1
  A: 0%[46 µM]; B: 8%; C: 0%; D: -21%; E: -27%; F: -5%; G: ?
CCOC(=O)c1ccc(NC(=S)NC(=O)c2nn(CC)cc2Br)cc1
  A: -4%; B: 3%; C: 7%; D: 13%[10 µM]; E: 0%; F: 4%; G: 6%
Cc1c(C(=O)Nc2ccccc2)sc2nc3n(c(=O)c12)CCCCC3
  A: -12%[46 µM]; B: 7%; C: -1%; D: -7%[10 µM]; E: 14%; F: 3%; G: -1%
O=C(Nc1cccc(Cl)c1)C1CCCN(S(=O)(=O)c2ccc(F)cc2)C1 (stereo not drawn)
  A: ?; B: ?; C: 0%; D: -43%[inhibitor]; E: -10%; F: -7%; G: ?
CC1=C(C(=O)OC(C)C)[C@@H](c2ccc(C)o2)NC(=O)N1
  A: -8%; B: 3%; C: 5%; D: .; E: 8%; F: 2%; G: -2%
Cc1cc(OCC(=O)Nc2ccncc2)cc(C)c1Br
  A: ?; B: 4%; C: -16%; D: -18%; E: -1%; F: -11%; G: -8%
COC(=O)c1cc(-c2c[nH]c3ccccc23)n[nH]1
  A: -13%; B: ?; C: 0%; D: 1%[0.074 µM]; E: 4%; F: -8%; G: -2%
O=C(NCCc1ccccc1)c1oc2ccccc2c1COc1ccccc1
  A: ?; B: 14µM*; C: 7%; D: 37%[10 µM]; E: ?; F: 10%; G: ?
CN(C)CCCNS(=O)(=O)c1ccc(Cl)s1
  A: .; B: -9%[9.22 µM]; C: 1%; D: -17%; E: -10%; F: 16%; G: 4%
Brc1ccc(C2=CC(c3cccs3)n3ncnc3N2)cc1 (stereo not drawn)
  A: ?; B: ?; C: 4%; D: -54%[inhibitor]; E: 4%; F: -19%; G: ?

Single records, as listed above.
`Cc1cc(OCC(=O)Nc2ccncc2)cc(C)c1Br` is listed as Lamin A splicing: ?; HTT aggregate: 4%; aGlu spleen mod: -16%; HTT ATP protect: -18%; CBFb RUNX1 block: -1%; GAA glycogen: -11%; GAA inh: -8%
`Cc1ccc2c(c1)N(CCC(=O)NCCCOC(C)C)C(=O)C(C)O2` (stereo not drawn) is listed as Lamin A splicing: 3%; HTT aggregate: -1%; aGlu spleen mod: -19%; HTT ATP protect: -11%; CBFb RUNX1 block: 3%; GAA glycogen: 5%; GAA inh: 2%

Some of the entries above, reformatted.
COC(=O)c1cc(-c2c[nH]c3ccccc23)n[nH]1
  Lamin A splicing = -13%; HTT aggregate = ?; aGlu spleen mod = 0%; HTT ATP protect = 1%[0.074 µM]; CBFb RUNX1 block = 4%; GAA glycogen = -8%; GAA inh = -2%

O=C(NCCc1ccccc1)c1oc2ccccc2c1COc1ccccc1
  Lamin A splicing = ?; HTT aggregate = 14µM*; aGlu spleen mod = 7%; HTT ATP protect = 37%[10 µM]; CBFb RUNX1 block = ?; GAA glycogen = 10%; GAA inh = ?

High-throughput results from PubChem BioAssay.
